# PKA-R2B act – activators of PKA-R2B holoenzyme, primary screen, biochemical, fluorescence polarization, Cy5-IP20, human; PKA-R2B holoenzyme dissociation; R2B truncated from residue 108, S112A mutant; 0% DMSO only, 100% 113 µM cGMP; hit rate 0.079% among 340,000; AID 504700, 2011; activation, % at 11.4 µM; cAMP-dependent protein kinase catalytic subunit beta (Homo sapiens) + cAMP-dependent …;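 active = activation above a cutoff set at the mean over all compounds plus 3 SD, cut at about 18% in these data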;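 note: higher means more holoenzyme dissociation and a rise in polarization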
# PKA-R1A activ – activators of PKA-R1A holoenzyme, primary screen, biochemical, fluorescence polarization, Cy5-IP20, bovine R1A, mouse PKAc; hit rate 0.083% among 340,000; AID 504707, 2011; activation, % at 11.4 µM; PKA-R1A dissociation; scaled: DMSO 0%, 113 µM cGMP 100%; cAMP-dependent protein kinase type I-alpha regulatory subunit (Bos taurus) + …;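 active = percent activation above the mean of all tested compounds plus 3 SD, cut at about 19% in these data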;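 note: higher means more PKAc released from R1A so a rise in polarization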
# NSD2 HMT inh – NSD2 histone methyltransferase inhibitors, primary screen, biochemical, AlphaScreen, single concentration, set 2 | NSD2 peptide methylation, 120 min | inhibition, % at 12.5 µM | hit rate 0.54% among 310,000 | Histone-lysine N-methyltransferase NSD2 (Homo sapiens), O96028; in the data active = inhibition above about 50%
# SR-BI DiI-HDL act – activators of SR-BI mediated DiI-HDL uptake, primary screen, ldlA[mSR-BI] CHO cells, DiI fluorescence | 3 h; 100 = double the neutral-control signal | activation, % at 12.5 µM | hit rate 0.096% among 320,000;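 active = mean replicate activation of at least 60% and every replicate at or above 60%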;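 note: 0% = median plate neutral-control signal and 100% = twice that signal; values of inactives mirror those of a sister screen read the other way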
#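 Assay system: CHO ldlA[mSR-BI] cells, LDL receptor-null, SR-BI overexpressing; medium: Ham's F12 with 0.5% BSA, HEPES 25 mM, pH 7.4; also added: DiI-HDL 10 µg/mL; timing: 3 h uptake period with compound, 37 °C; signal: DiI fluorescence, bottom read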
# DSG3 Ab inh – inhibitors of pemphigus antibody binding to DSG3, primary screen, biochemical, bead-based, flow cytometry, scFv-GFP; DSG3-coupled beads, scFv-anti-DSG3-GFP binding; stronger effect = lower value; hit rate 0.48% among 310,000; binding (percent of control), % at 10 µM; Desmoglein-3 (Homo sapiens), P32926;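 active = binding more than 3 SD below its plate's average and above zero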; note: some compounds called inactive have numbers as strong as hits
# Target sequence (P32926 whole entry, looked up): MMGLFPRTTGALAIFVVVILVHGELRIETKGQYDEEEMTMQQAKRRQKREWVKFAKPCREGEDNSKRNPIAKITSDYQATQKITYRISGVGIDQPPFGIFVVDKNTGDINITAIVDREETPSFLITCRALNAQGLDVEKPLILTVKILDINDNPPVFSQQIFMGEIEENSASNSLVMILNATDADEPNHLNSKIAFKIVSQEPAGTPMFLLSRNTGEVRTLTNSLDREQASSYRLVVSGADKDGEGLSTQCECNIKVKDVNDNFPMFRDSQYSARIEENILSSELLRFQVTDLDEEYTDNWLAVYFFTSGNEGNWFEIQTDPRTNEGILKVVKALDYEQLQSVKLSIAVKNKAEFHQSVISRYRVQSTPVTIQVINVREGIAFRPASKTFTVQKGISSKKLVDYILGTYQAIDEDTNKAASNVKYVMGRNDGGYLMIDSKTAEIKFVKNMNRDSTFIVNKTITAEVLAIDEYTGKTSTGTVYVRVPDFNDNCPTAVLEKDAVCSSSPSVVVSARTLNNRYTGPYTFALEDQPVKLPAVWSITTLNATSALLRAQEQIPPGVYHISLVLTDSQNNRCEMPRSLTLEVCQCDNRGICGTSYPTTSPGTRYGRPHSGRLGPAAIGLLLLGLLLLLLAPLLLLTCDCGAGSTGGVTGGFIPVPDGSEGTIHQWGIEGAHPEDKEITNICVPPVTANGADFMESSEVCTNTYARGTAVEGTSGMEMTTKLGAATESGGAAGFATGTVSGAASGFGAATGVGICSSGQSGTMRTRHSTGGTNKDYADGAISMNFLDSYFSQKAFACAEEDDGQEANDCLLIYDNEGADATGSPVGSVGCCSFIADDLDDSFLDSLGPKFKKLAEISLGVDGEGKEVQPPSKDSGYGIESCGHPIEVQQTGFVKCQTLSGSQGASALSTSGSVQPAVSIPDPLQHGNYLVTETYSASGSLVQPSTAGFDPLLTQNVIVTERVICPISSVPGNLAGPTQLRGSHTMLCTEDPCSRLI
# SUMO Mot1 rescue – yeast Mot1-301 growth rescue at high temperature, primary screen, SUMOylation pathway inhibitor project, S. cerevisiae, ATP luminescence, 38.5C; AID 2716, 2010; growth rescue, % at 18.8 µM; S. cerevisiae Mot1-301 growth rescue; percent above DMSO median, 100 means doubled; hit rate 1% among 320,000;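 active = every valid replicate shows activation above 250% relative to neutral control wells; inactive = the rest, any valid replicate at or below 250%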;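 note: OY570 slx delta 5 strain wells were the positive control but not used for scaling; some compounds called inactive have numbers as strong as hits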
# SR-BI DiI inh – inhibitors of SR-BI mediated HDL lipid uptake, primary screen, ldlA[mSR-BI] cells, fluorescence, single point; Scavenger receptor class B member 1 (Mus musculus), Q61009; ldlA[mSR-BI] CHO cells, DiI-HDL uptake fluorescence, 3 h; inhibition, % at 12.5 µM; hit rate 0.96% among 320,000; AID 488896, 2010;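 active = mean replicate inhibition of at least 70% and a set share of replicates each scoring 70 or more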;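 note: 0% = median of neutral control wells and 100% = median of positive control wells; values of inactives mirror those of a sister screen read the other way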
# * marks the source's active call; other numbers are inactive results; nt = no result given. A portion of the library, so the mix of outcomes need not match the whole.
SMILES,PKA-R2B act,PKA-R1A activ,NSD2 HMT inh,SR-BI DiI-HDL act,DSG3 Ab inh,SUMO Mot1 rescue,SR-BI DiI inh
Cc1nc2c(c(=O)[nH]1)C(c1ccccc1Cl)c1c(c3ccccc3oc1=O)O2 (configuration not stated),nt,nt,nt,nt,nt,-1.2,nt
C[C@H]1C/C=C/[C@H]2[C@H](O)[C@H](C)[C@@](C)(O)[C@H]3[C@H](Cc4ccccc4)NC(=O)[C@]32[C@H](O)/C=C/[C@](C)(O)C1,nt,nt,nt,nt,nt,4.2,nt
CCCCn1c(=O)c(C(=O)Nc2nnc(C(C)C)s2)c(O)c2ccccc21,nt,nt,nt,nt,nt,30.0,nt
COc1ccc(-[n+]2c(-c3ccccc3)cc(-c3ccccc3)cc2-c2ccccc2)cc1,nt,nt,nt,nt,nt,-1.3,nt
COc1cc2c(cc1OC)-c1c(OC)c(OC)c(OC)c3ccnc(c13)C2=O,nt,nt,nt,nt,nt,11.3,nt
C[N+]1(CCC(C(N)=O)(c2ccccc2)c2ccccc2)CCCCC1,nt,nt,nt,nt,nt,-2.6,nt
Oc1ccc(C(=C(Cl)Cl)c2ccc(O)cc2)cc1,nt,nt,nt,nt,nt,131.0,nt
O=C(C1CCCN(S(=O)(=O)c2cccc3nsnc23)C1)N1CCC2(CC1)OCCO2 (configuration not stated),nt,nt,nt,nt,nt,68.5,nt
Cc1nc2c(c(=O)[nH]1)C(c1ccc([N+](=O)[O-])cc1)c1c(c3ccccc3oc1=O)O2 (configuration not stated),nt,nt,nt,nt,nt,-10.0,nt
CCCCCCn1c(O)c(C=NC2CCCCC2N)c(=O)[nH]c1=O (configuration not stated),nt,nt,nt,nt,nt,31.4,nt
O=C1NC(=O)N(c2ccccc2)C(=O)/C1=C\c1ccc([N+](=O)[O-])o1,nt,nt,nt,nt,nt,-35.2,nt
O=C(Nc1cccc(Cl)c1)c1c(O)c2c(n(Cc3ccco3)c1=O)CCCC2,nt,nt,nt,nt,nt,15.8,nt
CCN1C[C@@]2(COC)C3[C@@H](OC)[C@H]4[C@@H]1[C@@]3(C1C[C@H]3[C@H](OC(=O)c5ccccc5)C1[C@]4(OC(C)=O)C[C@H]3OC)[C@@H](OC)C[C@H]2O (some centres not stated),nt,nt,nt,nt,nt,-25.2,nt
CCCCN1C(=O)/C(=C/c2ccc(N3CCCCCC3)cc2)C(=O)NC1=S,nt,nt,nt,nt,nt,-12.9,nt
O=c1c2ccccc2[nH]c(=S)n1-c1cccnc1,nt,nt,nt,nt,nt,-17.4,nt
COC1CC(OC2CCC3(C)C(CCC4C3CCC3(C)C(C5=CC(=O)OC5)C(OC(C)=O)CC43O)C2)OC(C)C1OC1OC(COC2OC(CO)C(O)C(O)C2O)C(O)C(O)C1O (configuration not stated),nt,nt,nt,nt,nt,-7.0,nt
Cc1ccc(N2C(=O)NC(=O)/C(=C\c3ccsc3)C2=O)cc1C,nt,nt,nt,nt,nt,15.7,nt
CNCCc1ccccc1,nt,nt,nt,nt,nt,10.6,nt
CN1/C(=C\C=C\C2=[N+](C)c3ccc4ccccc4c3C2(C)C)C(C)(C)c2ccccc21,nt,nt,nt,nt,nt,128.5,nt
FC(F)(F)c1cccc(N2CCNCC2)c1,nt,nt,nt,nt,nt,-10.6,nt
COc1ccc(N2C(=O)NC(=O)/C(=C/c3ccc4c(c3)Cc3ccccc3-4)C2=O)cc1,nt,nt,nt,nt,nt,-13.8,nt
CCC/C=C(\CCC)C(NP(=O)(c1ccccc1)c1ccccc1)c1ccccc1 (configuration not stated),nt,nt,nt,nt,nt,78.9,nt
CC(=O)c1ccccc1NC(=O)C1C2CCC(O2)C1C(=O)O (configuration not stated),nt,nt,nt,nt,nt,0.7,nt
O=C1C=Cc2ccccc2C1=O,nt,nt,nt,nt,nt,-11.0,nt
CC1(C)C(=O)C=C[C@]2(C)[C@H]3CC[C@@]4(C)[C@H](c5ccoc5)OC(=O)[C@H]5O[C@]54[C@]3(C)[C@H](O)C[C@@H]12,nt,nt,nt,nt,nt,-16.3,nt

# Record cards, from the list above. Order of values: PKA-R2B act	PKA-R1A activ	NSD2 HMT inh	SR-BI DiI-HDL act	DSG3 Ab inh	SUMO Mot1 rescue	SR-BI DiI inh
# Listed for O=C(Nc1cccc(Cl)c1)c1c(O)c2c(n(Cc3ccco3)c1=O)CCCC2 : nt	nt	nt	nt	nt	15.8	nt
# Listed for COc1cc2c(cc1OC)-c1c(OC)c(OC)c(OC)c3ccnc(c13)C2=O : nt	nt	nt	nt	nt	11.3	nt

# The list goes on.
SMILES,PKA-R2B act,PKA-R1A activ,NSD2 HMT inh,SR-BI DiI-HDL act,DSG3 Ab inh,SUMO Mot1 rescue,SR-BI DiI inh
O=C1NC(=O)N(c2ccccc2F)C(=O)/C1=C/c1cn(CC(=O)N2CCOCC2)c2ccccc12,nt,nt,nt,nt,nt,12.4,nt
Cc1ccsc1C(=O)C1CCCN(Cc2cnc(N(C)C)s2)C1 (configuration not stated),nt,nt,nt,nt,nt,-7.6,nt
N#CC(C#N)=Cc1ccc(-c2ccccc2)o1,nt,nt,nt,nt,nt,10.1,nt
C=C(C)CN1CC[C@]23c4c5ccc(O)c4O[C@H]2c2[nH]c4ccccc4c2C[C@@]3(O)C1C5,nt,nt,nt,nt,nt,-12.8,nt
CCN1C[C@]2(COC)CC[C@H](O)[C@@]34C5C[C@H]6[C@H](O)C5[C@](O)(C[C@H]6OC)[C@@H]([C@H](OC)C23)[C@@H]14 (some centres not stated),nt,nt,nt,nt,nt,0.1,nt
CNCC(O)c1ccc(O)cc1 (configuration not stated),nt,nt,nt,nt,nt,7.6,nt
Cc1[nH]c2c(Cl)cccc2c1CCN,nt,nt,nt,nt,nt,-9.3,nt
COC12c3ccccc3-c3ccccc3C1C(C(=O)O)C2C(=O)O (configuration not stated),nt,nt,0.7,nt,nt,nt,nt
COc1ccc2nc(-c3ccc(CN4CCC(n5c(=O)[nH]c6cc(Cl)ccc65)CC4)cc3)c(-c3ccccc3)nc2c1,nt,nt,-3.7,nt,nt,nt,nt
O=P(OC1=CCCCC1)(c1ccccc1)c1ccccc1,nt,nt,1.1,nt,nt,nt,nt
CN1C(=O)CCS(=O)(=O)C1c1ccc(Cl)cc1 (configuration not stated),nt,nt,-2.2,nt,nt,nt,nt
CN1CCC2(CC1)NC(=O)c1ccccc1N2,nt,nt,-0.2,nt,nt,nt,nt
COOCC1(C(=O)OC)C[C@H](c2ccc(OC)cc2)N(Cc2ccccc2OC)[C@@H]1c1ccccc1C (some centres not stated),nt,nt,-0.5,nt,nt,nt,nt
O=P1(c2ccccc2)CC=CC1,nt,nt,4.9,nt,nt,nt,nt
C#C[C@]1(O)CCC2C3C(=O)C=C4C=CCC[C@]4(C)C3CC[C@@]21C (some centres not stated),nt,nt,30.9,nt,nt,nt,nt
COC(=O)C1(F)C(=O)NC(=O)NC1O (configuration not stated),nt,nt,0.5,nt,nt,nt,nt
NC(Cc1ccc(Cl)cc1)c1csc(Nc2ncccn2)n1 (configuration not stated),nt,nt,9.2,nt,nt,nt,nt
NC(Cc1ccc(Cl)cc1)c1csc(Nc2ccccn2)n1 (configuration not stated),nt,nt,4.0,nt,nt,nt,nt
O=C(CNCc1c(F)cccc1F)N1CCC2(CC1)OCCO2,nt,nt,-2.6,nt,nt,nt,nt
C[C@]12CCC3C(CC[C@H]4C[C@@H](O)CC[C@]34C)C1CC[C@@]2(O)C(F)(F)F (some centres not stated),nt,nt,0.0,nt,nt,30.8,nt
CCCNC(=O)c1c(N)n(Cc2ccco2)c2nc3ccccc3nc12,nt,nt,-8.7,nt,nt,11.6,nt
CCCCCn1c(N)c(C(=O)NCc2cccs2)c2nc3ccccc3nc21,nt,nt,82.8*,nt,nt,16.0,nt
CC(C)c1ccc(N2C(=O)NC(=O)/C(=C\C=C\c3ccco3)C2=O)cc1,nt,nt,94.2*,nt,nt,-10.1,nt
CCOC(=O)C1=CC(=C2C(=O)N(CC)C(=S)N(CC)C2=O)c2ccccc2O1,nt,nt,2.3,nt,nt,6.0,nt
COc1ccccc1Cn1c(SCC(=O)C(C)(C)C)nc2cc(C(=O)N3CCC4(CC3)OCCO4)ccc2c1=O,nt,nt,-0.3,nt,nt,-19.7,nt

# (listing goes on)
SMILES,PKA-R2B act,PKA-R1A activ,NSD2 HMT inh,SR-BI DiI-HDL act,DSG3 Ab inh,SUMO Mot1 rescue,SR-BI DiI inh
CCOc1cc(C=C2C(=O)NC(=O)NC2=O)cc([N+](=O)[O-])c1O,nt,nt,13.6,nt,nt,-4.2,nt
CC(C)n1c(=O)c(C=Nc2ccc(Cl)cc2)c(O)n(Cc2ccco2)c1=O,nt,nt,-0.8,nt,nt,7.5,nt
CC(C)[C@H]1CC2C3CC=C4C[C@@H](O)CC[C@]4(C)C3CC[C@]2(C)[C@H]1O (some centres not stated),nt,nt,-5.5,nt,nt,7.7,nt
COc1cccc(N2C(=O)NC(=O)/C(=C/c3ccc4c5c(cccc35)CC4)C2=O)c1,nt,nt,25.6,nt,nt,344.2,nt
CC1(C)OC(c2ccccc2)=C/C(=C/C=C2C(=O)NC(=S)NC2=O)O1,nt,nt,27.8,nt,nt,-8.4,nt
O=c1[nH]c(=S)n(C2CC2)c(O)c1C=NCCc1ccccc1,nt,nt,-0.8,nt,nt,-13.4,nt
Cc1ccc(-n2c(O)c(/C=N/Nc3ccccc3)c(=O)[nH]c2=O)cc1C,nt,nt,2.2,nt,nt,310.3*,nt
NC(CC(=O)O)C1CCCCC1 (configuration not stated),nt,nt,-9.1,nt,nt,-3.9,nt
CC[C@]12CC[C@H](O)CC1=CCC1C2CC[C@]2(C)C(=O)CCC12 (some centres not stated),nt,nt,-1.3,nt,nt,-11.7,nt
NCCc1c[nH]c2ccc(F)cc12,nt,nt,nt,6.7,nt,0.3,-6.7
COc1ccc(NC(=S)N2Cc3ccccc3-n3nncc3C2)c(OC)c1,1.7,-1.6,nt,nt,nt,nt,nt
C[C@@H]1CN([C@H](C)CO)C(=O)CCCn2nncc2CO[C@@H]1CN(C)C(=O)Oc1ccc2ccccc2c1,-12.6,-8.4,nt,nt,nt,nt,nt
O=C(NCC1=C(c2cccc3ccccc23)C[C@@H]2CC[C@H]1N2Cc1ccco1)c1cccs1,4.7,-4.5,nt,nt,nt,nt,nt
C[C@H](CO)N1C[C@H](C)[C@H](CN(C)C(=O)Oc2ccccc2)OCc2cnnn2CCCC1=O,-2.1,4.0,nt,nt,nt,nt,nt
COC(=O)C1=C(c2ccc(OCc3ccccc3)cc2)C[C@@H]2CC[C@H]1N2C(=O)NCc1ccccc1C(F)(F)F,-5.3,7.2,nt,nt,nt,nt,nt
COc1ccc(OC(=O)N(C)C[C@@H]2OCc3cnnn3CCCC(=O)N([C@@H](C)CO)C[C@H]2C)cc1,-16.1,-6.3,nt,nt,nt,nt,nt
COc1ccc(OC(=O)N(C)C[C@@H]2OCc3cnnn3CCCC(=O)N([C@H](C)CO)C[C@@H]2C)cc1,2.6,0.3,nt,nt,nt,nt,nt
CCNC(=O)N1Cc2ccccc2-n2nncc2C1,-0.7,12.4,nt,nt,nt,nt,nt
COC(=O)C1=C(c2ccc(OCc3ccccc3)cc2)C[C@@H]2CC[C@H]1N2C(=O)NCc1ccc(OC)cc1,7.4,2.6,nt,nt,99.7,nt,nt
COC(=O)C1=C(c2ccc(OCc3ccccc3)cc2)C[C@@H]2CC[C@H]1N2C(=O)NCc1ccccc1OC,-9.1,-10.2,nt,nt,112.4,nt,nt
COc1cc(C(=O)N2Cc3ccccc3-n3nncc3C2)cc(OC)c1OC,-5.9,1.6,nt,nt,97.6,nt,nt

# High-throughput results from PubChem BioAssay.
